# Assay outcomes as filed in PubChem BioAssay.
# Rab9 prom act – activates the Rab9 promoter; Huh7 Rab9 promoter-luciferase reporter, luminescence, 24 h; Potency, µM (series often up to 9.22 µM), for the others: at the top dose activation, negative = inhibition, most hits filed as activators; hit rate 2.8% among 320,000; AID 485297; note: potency is the fitted concentration of half-maximal effect; % of control where 0% means no effect; nearly all actives have a fitted effect of over 60% in size
#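 Steps: seed 1500 Huh7 Rab9-luc cells per well, rest 2 h at 37 °C; add compound in DMSO; incubate 24 h; add luciferase reagent, 10 min ambient; read luminescence.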
# FBPA coupling cs – coupling enzyme interference in Giardia aldolase counter-screen. coupling enzyme system counterscreen, AmpLite Red fluorescence. activity change, negative = inhibition, % at 58.2 µM, hits read low. hit rate 0.67% among 290,000. AID 2472; in the data active = activity change below about -30%; note: % is set by controls: 0 for no effect and ±100 for the full control effect
#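 Final compound at 57.5 uM, incubated 10 min at RT with coupling enzyme reagent (glyceraldehyde-3-phosphate), then 20 min with substrate and AmpLite Red detection. Fluorescence read at 525/598 nm; tests interference with the coupling assay, not aldolase inhibition.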
# uPA surface inh – cell surface uPA generation inhibition | cell surface uPA generation assay, qHTS | Potency, µM (top dose mostly 38.3 µM), for inactives: at the highest dose activity change, negative = inhibition, usual class: inhibitors | hit rate 0.31% among 330,000; active = well fitted inhibition curve with a large enough effect; inconclusive = small, poorly fitted or top-dose-only effect; inactive = no such curve, though single readings can be large or run the other way; tested in mouse RAW 264.7 cells; note: potency is the fitted concentration of half-maximal effect; % is set by controls: 0 for no effect and ±100 for the full control effect; nearly all actives have a fitted effect of over 55% in size
# RORgamma inh – inhibitors of mouse ROR gamma transcriptional activity; P51450; Drosophila S2 Gal4-RORgamma UAS-luciferase reporter, 20 h; Potency, µM (highest dose often 53.6 µM), for the others: top-dose activity change, negative = inhibition, actives largely listed as inhibitors; hit rate 5.4% among 310,000; AID 2551; note: potency is the fitted concentration of half-maximal effect; % is set by controls: 0 for no effect and ±100 for the full control effect; nearly all actives have a fitted effect of over 60% in size
# Target sequence (P51450 whole entry, looked up, the tested form may be a part): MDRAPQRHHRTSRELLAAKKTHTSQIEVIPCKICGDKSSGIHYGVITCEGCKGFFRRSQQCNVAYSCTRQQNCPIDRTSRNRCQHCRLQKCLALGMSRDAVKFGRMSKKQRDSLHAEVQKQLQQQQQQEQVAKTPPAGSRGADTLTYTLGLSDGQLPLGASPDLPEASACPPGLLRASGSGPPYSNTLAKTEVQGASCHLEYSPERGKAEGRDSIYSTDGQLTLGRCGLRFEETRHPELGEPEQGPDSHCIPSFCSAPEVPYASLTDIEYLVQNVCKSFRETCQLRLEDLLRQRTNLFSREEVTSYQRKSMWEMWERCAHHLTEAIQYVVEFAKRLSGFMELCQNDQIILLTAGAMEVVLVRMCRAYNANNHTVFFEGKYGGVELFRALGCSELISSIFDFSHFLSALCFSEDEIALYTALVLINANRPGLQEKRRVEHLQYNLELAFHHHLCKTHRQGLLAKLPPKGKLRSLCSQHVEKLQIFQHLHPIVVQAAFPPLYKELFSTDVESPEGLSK
#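 A Gal4/UAS one-hybrid system in insect cells: metallothionein-promoter Gal4–ROR gamma fusion plus Photinus luciferase reporter. Copper sulfate 700 uM final, 20 hr ambient incubation, luminescent detection after 10 min with reagent.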
# Gal4-VP16 FLuc – inhibits Gal4-VP16 luciferase reporter, ROR gamma counter-screen; Drosophila S2 Gal4-VP16 UAS-luciferase, luminescence, 20 h; Potency, µM (titrated, usually from 53.6 µM), for inactives: top-dose activity, negative = inhibition, most hits filed as inhibitors; hit rate 3.5% among 310,000; AID 2546;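 note: Gal4-VP16 expression switched on by copper sulfate through the metallothionein promoter; potency is the fitted concentration of half-maximal effect; % is set by controls: 0 for no effect and ±100 for the full control effect; nearly all actives have a fitted effect of over 50% in size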
# ELG1 genotox – inducers of genotoxicity in HEK293T ELG1-luciferase cells. HEK293T ELG1-luciferase reporter, luminescence, 16 h. Potency, µM (top dose mostly 46 µM), for the others: at the highest dose activity change, positive = activation, hits mostly activators. hit rate 1.3% among 330,000; note: potency is the fitted concentration of half-maximal effect; % of control where 0% means no effect; nearly all actives have a fitted effect of over 60% in size
#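 HEK293T cells expressing luciferase-tagged ELG1 were treated with compound or DMSO for 16 hr at 37°C. Luciferase activity was then read after 30 min with ONE-Glo at room temperature; rising signal flags genetic stress.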
# NPC1 prom act – activates the NPC1 promoter; Huh7 NPC1 promoter luciferase reporter, 24 h; Potency, µM (top dose mostly 9.22 µM), for the others: at the highest dose activation, most hits filed as activators; hit rate 2.4% among 320,000;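 note: potency is the fitted concentration of half-maximal effect; % of control where 0% means no effect; nearly all actives have a fitted effect of over 60% in size; reporter is driven by a mutant NPC1 promoter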
#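 Stable NPC1-promoter luciferase Huh7 line; cpd (DMSO) 24 h, 37 °C, 5% CO2; Amplite luciferase reagent 10 min RT; luminescence readout. qHTS format.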
# FLuc modulator – inhibits or activates purified firefly luciferase, miR-21 counter-screen; hit rate 6.9% among 360,000; P08659; purified FLuc, Km substrates, luminescence inhibition; Potency, µM (top dose mostly 57.5 µM), inactives show top-dose activity change, negative = inhibition, most hits filed as inhibitors;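 note: potency is the fitted concentration of half-maximal effect; plate controls were vehicle for no effect and reference inhibitor for full effect; nearly all actives have a fitted effect of over 55% in size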
# Target sequence (P08659 whole entry, looked up): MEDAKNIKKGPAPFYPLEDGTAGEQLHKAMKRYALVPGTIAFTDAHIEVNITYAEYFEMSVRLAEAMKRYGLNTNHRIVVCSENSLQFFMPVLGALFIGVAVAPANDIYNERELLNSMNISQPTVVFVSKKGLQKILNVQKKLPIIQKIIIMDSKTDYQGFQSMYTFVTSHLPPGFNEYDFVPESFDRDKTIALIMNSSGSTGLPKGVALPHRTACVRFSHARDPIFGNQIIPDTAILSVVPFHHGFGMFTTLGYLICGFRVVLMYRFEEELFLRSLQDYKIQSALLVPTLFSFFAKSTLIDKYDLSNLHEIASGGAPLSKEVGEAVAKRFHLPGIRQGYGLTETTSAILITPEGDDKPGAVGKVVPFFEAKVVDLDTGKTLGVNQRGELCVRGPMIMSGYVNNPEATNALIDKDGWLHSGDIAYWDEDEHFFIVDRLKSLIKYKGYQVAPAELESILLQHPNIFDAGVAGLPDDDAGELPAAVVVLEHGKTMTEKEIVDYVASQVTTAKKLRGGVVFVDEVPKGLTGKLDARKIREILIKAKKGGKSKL
#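 Purified P. pyralis luciferase (10nM final) with 10uM D-luciferin and 10uM ATP (Km levels) in 50mM Tris acetate pH 7.5, 10mM Mg acetate, 0.01% Tween-20, 0.05% BSA; qHTS 6-point titration, ~60 µM downward; luminescence read.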
# Tb PFK inh – T. brucei PFK enzyme inhibition; O15648; T. brucei PFK, ADP-Glo luminescence; Potency, µM (titrated, usually from 57.5 µM), for inactives: at the top dose activity, negative = inhibition, most hits filed as inhibitors; hit rate 0.17% among 330,000; AID 485367;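 note: potency is the fitted concentration of half-maximal effect; 0% = uninhibited 1x PFK enzyme wells and -100% = no-enzyme wells; nearly all actives have a fitted effect of over 60% in size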
#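 Activity is normalized to no-enzyme wells (full inhibition) and 1.25 nM enzyme wells (no inhibition). Reaction: 0.5 mM F6P, 0.1 mM ATP, 45 min RT, ADP-Glo luminescence; concentration-response curves fitted and classed by quality.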
# Giardia killer – kills Giardia lamblia | hit rate 0.15% among 340,000 | Giardia lamblia trophozoite viability | activity change, % at 7.66 µM, hits read low; in the data active = activity change below about -80%; inconclusive = between about -30% and that limit;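 note: parasites exposed to compound for two days anaerobically before the ATP read; % is set by controls: 0 for no effect and ±100 for the full control effect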
#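 Luminescence from cellular ATP indicates surviving trophozoites (100 cells/well) following 48 hrs anaerobic compound treatment at 37 deg C; signal develops 15-30 min at room temperature.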
# KCNH2 3.1 block – blocks the human KCNH2 3.1 channel isoform. U2OS KCNH2 3.1, thallium flux FluxOr; active compounds read low. activity change, % (tested at about 1.8 µM). hit rate 0.95% among 340,000. AID 720553;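 active = maximum activity change below -70%; inconclusive = maximum activity change from -70% to -50%; inactive = maximum activity change above -50%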;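 note: thallium influx rate constant from kinetic fluorescence after stimulation buffer; % is set by controls: 0 for no effect and ±100 for the full control effect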
#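 Measured as rate of thallium-driven FluxOr signal in transduced U2OS cells carrying the 3.1 channel, read kinetically for 2 min upon stimulation; values are rate constants scaled to DMSO control wells.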
# Active calls of the source: *; ? = inconclusive; . = not tested or not shown; & = joins results of further samples; [ ] = remark or other dose. Unless noted, calls come from the whole dose curve; as a rule, active = well fitted curve in the direction sought with a large enough effect; inconclusive = small, poorly fitted or top-dose-only effect, or another doubt; inactive = no such curve, though single readings can be large; an effect the other way counts as inactive or inconclusive.
# Under each structure: Rab9 prom act	FBPA coupling cs	uPA surface inh	RORgamma inh	Gal4-VP16 FLuc	ELG1 genotox	NPC1 prom act	FLuc modulator	Tb PFK inh	Giardia killer	KCNH2 3.1 block
1) Cc1nnc(Nc2ccc(S(N)(=O)=O)cc2)c2ccccc12
  4%	-2	-1%	6%[1.91 µM]	21%	-2%	2%	-3%	4%	1	-28
2) CC(=O)Nc1ccc(S(=O)(=O)NCC2CCC(C(=O)NC3CCCCCC3)CC2)cc1 (stereo not given)
  -3%	5	3%	-23%	-26%	0%	0%	-2%	0%	10	-3
3) O=S(=O)(c1ccccc1)c1nc(-c2ccccc2)oc1NCCCN1CCOCC1
  -6%	2	1%	?	-4%	0%	-3%	3%	0%	-2	.
4) CCN(CC)S(=O)(=O)c1ccc(N2CCN(C)CC2)c(NC(=O)COc2ccc(F)cc2Cl)c1
  -3%	.	-26%	.	.	-18%	3%	4%	-3%	-15	-5
5) CC(C)CCC[C@@H](C)[C@H]1CC[C@H]2[C@@H]3C(=O)C=C4C[C@@H](O)CC[C@]4(C)[C@H]3CC[C@]12C
  2%	.	14%	.	.	1%	0%	-2%	-5%	-20	5
6) CC(C)NC(=O)CCCC(=O)NC(C)C
  2%	-1	-2%	10%	-7%	2%	-3%	0%	-1%	-6	-6
7) C[C@@H](C(=O)N1CCN(C(=O)OC(C)(C)C)CC1)n1cc(-c2cn([C@@H](C)C(=O)N3CCN(C(=O)OC(C)(C)C)CC3)nn2)nn1
  8%	4	.	-3%	-12%	3%	-4%	1%	4%	.	.
8) O=C(NCc1cccc(Cl)c1)C1CCC(=O)N(C2CC2)C1 (stereo not given)
  6%	-1	7%	1%	-5%	0%	-1%	-3%	-4%	-3	7
9) Cc1nc(N2CCOCC2)c2c3c(sc2n1)CCC3
  1%	0	-3%	?	-5%	-3%	-2%	-3%	-3%	2	-10
10) C[C@H]1CN([C@@H](C)CO)C(=O)Cc2cc(NS(=O)(=O)c3cccs3)ccc2O[C@H]1CN(C)S(=O)(=O)c1cn(C)cn1
  .	.	0%	.	.	4%	.	.	-1%	26	37
11) Cc1c(NC(NC(=O)CC(C)C)C(Cl)(Cl)Cl)c(=O)n(-c2ccccc2)n1C (stereo not given)
  3%	3	21%	14%	-4%	2%	-6%	-3%	-1%	6	-23
12) CN(C(=O)c1cc([N+](=O)[O-])ccc1NCc1cccnc1)c1ccccc1
  -3%	1	5%	30%	5%	0%	1%	-1%	-4%	?	2
13) O=C(NNS(=O)(=O)c1ccc(F)c(Cl)c1)c1cccc(S(=O)(=O)N2CCOCC2)c1
  -1%	2	2%	14%	-12%	1%	-6%	-3%	0%	-16	11
14) Cc1cc(C(=O)NNC(=O)c2ccccc2F)c2ccccc2n1
  -2%	.	-5%	.	.	-1%	-6%	-4%	-5%	-17	26
15) COc1cc(-c2nnc(SCC(=O)c3ccccc3)o2)cc(OC)c1OC
  -7%	3	-4%	-25%	-1%	3%	2%	2%	-5%	20	-1
16) O=C(/C=C/c1ccccc1Cl)Nc1ccncc1
  2.8µM*	2	-4%	-25%	-6%	11%	?	4.3µM*	1%	14	-43
17) O=C(N/N=C\c1ccccn1)C1c2ccccc2Oc2ccccc21
  -8%	-2	8%	7.9µM*	?	-6%	0%	-1%	-2%	-6	-3
18) O=c1nc(/C=C/c2cccn2-c2ccc([N+](=O)[O-])cc2)cc(C(F)(F)F)[nH]1
  -10%	-6	1%	5%	3%	-3%	1%	?	23%	4	13
19) Cc1cc(OC(C)C)nc(NCc2ccccc2)n1
  -3%	0	-6%	-29%	-17%	1%	1%	10%	-8%	-10	5
20) CC1CN(C(=O)COC(=O)c2ccc(Cl)nc2)CC(C)O1 (stereo not given)
  -1%	0	4%	8%	-2%	4%	-2%	-2%	2%	-9	32
21) O=C1NCN(CCO)CN1
  -2%	4	-18%	20%	0%	0%	0%	2%	-1%	-9	0
22) CC(=O)NC(CC(=O)OCC(=O)Nc1ccc2c(c1)OCO2)c1ccccc1 (stereo not given)
  -3%	4	3%	-25%	-6%	1%	-3%	4%	2%	-7	7
23) CC(=O)[C@@H]1[C@@H](C)N(Cc2ccccc2)C(=O)N[C@H]1c1cccc(C(F)(F)F)c1
  -8%	0&4	6%	-1%	0%	-6%	-4%	-2%	3%	5	15
24) Cc1[nH]c(=O)[nH]c(=O)c1S(=O)(=O)N(C)Cc1ccccc1
  12%	6	3%	1%	4%	-1%	0%	0%	0%	-14	-10
25) Cc1cc(C)c2nc3nc(C)c(C)cc3c(N)c2c1
  -29%	-7	-13%	-28%	?	13%	-17%	17µM*	0%	19	9
26) CCCCOc1ccc(-c2nnn(CCC(=O)N3CCOCC3)n2)cc1
  ?	4	-16%	28%	2%	?	?	12µM*	3%	-11	5
27) COc1cc2cc(CN(CCO)S(=O)(=O)c3ccccc3Cl)c(=O)[nH]c2cc1OC
  -4%	-2	.	18%	-6%	4%	1%	0%	-6%	2	17
28) CCn1c(C)cc(C(=O)COC(=O)c2ccccc2[N+](=O)[O-])c1C
  .	.	-10%	.	.	-6%	.	.	-6%	?	2
29) CCC(CC)c1nnc(NC(=O)CCS(=O)(=O)Cc2ccccc2)s1
  6%	1	-4%	10%	-16%	-8%	2%	0%	-21%	28	10
30) CCC1=NN2C(=N)/C(=C/c3ccc(OS(=O)(=O)c4ccc(C)cc4)c(OC)c3)C(=O)N=C2S1
  4%	11	2%	-39%	-3%	8%	-2%	-10%	4%	-9	-5

# Compounds 27 through 30 from above:
# Under each structure: Rab9 prom act	FBPA coupling cs	uPA surface inh	RORgamma inh	Gal4-VP16 FLuc	ELG1 genotox	NPC1 prom act	FLuc modulator	Tb PFK inh	Giardia killer	KCNH2 3.1 block
27) COc1cc2cc(CN(CCO)S(=O)(=O)c3ccccc3Cl)c(=O)[nH]c2cc1OC
  -4%	-2	.	18%	-6%	4%	1%	0%	-6%	2	17
28) CCn1c(C)cc(C(=O)COC(=O)c2ccccc2[N+](=O)[O-])c1C
  .	.	-10%	.	.	-6%	.	.	-6%	?	2
29) CCC(CC)c1nnc(NC(=O)CCS(=O)(=O)Cc2ccccc2)s1
  6%	1	-4%	10%	-16%	-8%	2%	0%	-21%	28	10
30) CCC1=NN2C(=N)/C(=C/c3ccc(OS(=O)(=O)c4ccc(C)cc4)c(OC)c3)C(=O)N=C2S1
  4%	11	2%	-39%	-3%	8%	-2%	-10%	4%	-9	-5

# As entered above.
# compound 1 | uPA surface inh = -1%
# compound 15 | RORgamma inh = -25%

# Next part.
# Under each structure: Rab9 prom act	FBPA coupling cs	uPA surface inh	RORgamma inh	Gal4-VP16 FLuc	ELG1 genotox	NPC1 prom act	FLuc modulator	Tb PFK inh	Giardia killer	KCNH2 3.1 block
31) COc1cc(NC(=O)CSCc2ccc(Cl)cc2Cl)c(C(=O)O)cc1OC
  2%	4	-1%	4%	-11%	0%	-2%	?	1%	-27	9
32) CC(O)CNCCCOc1cccc(C(F)(F)F)c1 (stereo not given)
  -13%	1	-5%	-12%	-5%[10 µM]	-5%	0%	0%	-1%	4	7
33) CCOC(=O)Cn1c(=NC(=O)CSC(C)=O)sc2ccccc21
  -2%	-6	?	0%	?	-15%	-2%	2%	-1%	-9	19
34) Nc1cc(=O)[nH]n1C1CCN(c2ccccc2)CC1
  1%	0	2%	17%	1%	-4%	-1%	1%	-6%	-6	-14
35) COC(=O)c1sccc1NC(=O)c1c(C)noc1C
  -2%	7	.	42%	-1%	7%	-3%	4%	2%	-3	3
36) COc1ccc(NC(=O)CN(C)C(=O)CN2C(=O)c3ccc([N+](=O)[O-])cc3C2=O)cc1
  -1%	.	-1%	-42%	-5%	3%	-4%	-8%	0%	-12	4
37) Cc1ccc(C)c(NC(=O)CNC(=O)N2CC(=O)Nc3ccccc32)c1
  -1%	1	2%	-20%	1%	-1%	1%	0%	-1%	-8	11
38) Cc1ccc(OCc2cc(C(=O)N3CC4C[C@@H]5CC3C[C@H](C4)C5)no2)cc1C
  1.4µM*	.	-8%	21%	?	?	3.5µM*	8.5µM*	1%	16	-8
39) CCOc1ccc(NC(=O)CSc2ncnc3c2sc2ccccc23)cc1
  -4%	3	4%	-3%	0%	?	0%	0%&1%	4%	1	2
40) COc1ccc(OC)c(NC(=O)COc2ccc(S(=O)(=O)NC(C)C)cc2)c1
  -1%	-3	-4%	0%	-20%	-6%	-1%	3%[2.3 µM]	?	-10	-4
